# Screens as filed in PubChem BioAssay.
# P. falciparum M17LAP = P. falciparum M17LAP inhibitors, primary screen, biochemical, fluorogenic H-Leu-NHMec substrate, 1536-well (AID 1619). inhibition, % at 30 µM, or IC50 in µM where a hit was titrated. actives 0.38% (n = 220,000). recombinant M17LAP, H-Leu-NHMec fluorogenic kinetic assay; higher % means a stronger effect;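 active = compound inhibiting the enzyme by more than half at any dose during confirmatory dose-response retesting; inconclusive = strong single-dose inhibitors picked by rank but not retested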;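 also: plate controls were full reaction with DMSO carrier for no effect and no enzyme background for full effect; strong numbers were not always called active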
# GPR55 beta-arrestin = GPR55 agonists via beta-arrestin recruitment, primary screen, imaging, U2OS cells, beta-arrestin-GFP redistribution (AID 1961); actives 0.048% (n = 290,000); activation, % at 10 µM; hits with a dose series show EC50 in µM; U2OS GPR55 beta-arrestin-GFP redistribution imaging; higher % means a stronger effect;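 active = activation above 40% with more than 50 cells counted in the well; inconclusive = wells holding fewer than 50 cells, flagged as toxic or sparse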;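 also: U2OS osteosarcoma cells stably expressing GPR55 and beta-arrestin-GFP; plate controls were DMSO negative control for no effect and LPI positive control for full effect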
# KOR beta-arrestin-1 = KOR agonists, beta-arrestin recruitment, primary screen, cell-based, luminescence, uHTS (AID 1777); KOR beta-arrestin recruitment, luminescence; higher % means a stronger effect; activation, % at 10 µM, or EC50 in µM where a hit was titrated; actives 0.02% (n = 280,000); in the data active = activation above about 50%, passing the limit was not always enough; also: a part of the inactive calls stands beside numbers as strong as those of hits
# AID2073 = inhibitors of Mint1-CaV2.2 protein interaction, biochemical, HTRF (AID 2073); inhibition, % at 20 µM, or IC50 in µM where a hit was titrated; HTRF protein-protein interaction, Mint1-CaV2.2; higher % means a stronger effect; actives 0.19% (n = 290,000); in the data active = inhibition mostly above about 51%, no sharp cut-off; inconclusive = no clear call, values can overlap the other calls; inactive = mostly below about 53%; also: some results filed as inactive read as strong as hits
# Dynein transport = blocks dynein driven cargo transport along microtubules; 3617.4 mouse cells, GR-EGFP nuclear translocation imaging; test concentration mostly 20 µM; stimulated with dexamethasone, 1 µM; active compounds read low; z-score, hits read low; actives 0.47% (n = 220,000); AID 1381;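 active = plate z-score of nuclear minus cytoplasmic receptor signal below a set negative limit, without overly bright fluorescence or cell loss, cut at about -3.5 in these data, passing the limit was not always enough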;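 also: z-score of nuclear minus cytoplasmic ring GR-EGFP intensity difference per well; some compounds called inactive have numbers as strong as hits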
#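 Medium: Induction medium lacking tetracycline, stripped serum | Probe or stimulus: 1.0 µM final dexamethasone stimulus | Schedule: 48 h induction, then 1 h compound, then 30 min agonist, 37 °C | Signal: Automated 10x imaging of fixed Hoechst-stained cells | Evaluation: Per-cell GR-EGFP intensity, nucleus versus surrounding cytoplasmic ring, well-averaged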
# M1AAP inhibition = malaria alanyl aminopeptidase activity blockers – biochemical, fluorogenic H-Leu-NHMec substrate, 1536-well (AID 1445); recombinant M1AAP, H-Leu-NHMec fluorogenic kinetic assay; higher % means a stronger effect; actives 0.42% (n = 220,000); one-dose inhibition, % at 30 µM; IC50 in µM for titrated hits;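 active = primary inhibition above the hit cutoff, then over 50% inhibition at one or more dose response concentrations, cut at about 23% in these data, passing the limit was not always enough; inconclusive = conflicting primary data, or primary hits not chosen for dose response; inactive = low primary inhibition, or under 50% at every dose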;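 also: plate controls were DMSO full reaction for no effect and no enzyme background for full effect; strong numbers were not always called active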
# HEK293 NOD2/NF-kB = NOD2 signaling inhibitors, cell-based, luminescence, uHTS, HEK293 (AID 1566) | HEK293 NOD2/NF-kB luciferase reporter, luminescence; higher % means a stronger effect | inhibition, % at 4 µM; hits with a dose series show EC50 in µM | actives 0.63% (n = 290,000); also: many of its hits are not listed in these tables
# KOR beta-arrestin-2 = kappa opioid receptor blockers – cell-based, luminescence, uHTS (AID 1778); KOR beta-arrestin recruitment, luminescence, antagonist mode; higher % means a stronger effect; inhibition, % at 10 µM, or IC50 in µM where a hit was titrated; actives 0.091% (n = 290,000); also: strong numbers were not always called active
# NOD1 NF-kB reporter = NOD1 signaling inhibitors, primary screen, cell-based, luminescence, uHTS (AID 1578); NOD1-driven NF-kB luciferase reporter cells, luminescence; higher % means a stronger effect; one-dose inhibition, % at 4 µM; EC50 in µM for titrated hits; actives 1% (n = 290,000); in the data active = inhibition mostly above about 36%, no sharp cut-off; inactive = mostly below about 34%;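 also: HEK-293T reporter cells stimulated with the NOD1 agonist gamma-tri-DAP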
# Dynein transport cytoplasmic EGFP = recorded beside Dynein transport, whose call it bears; z-score; measured here: cytoplasmic GR-EGFP intensity; active compounds read high
# Dynein transport nuclear GR-EGFP = recorded beside Dynein transport, whose call it bears; z-score; measured here: nuclear GR-EGFP intensity;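 lower value marks the stronger effect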
# Dynein transport cell count = also measured in Dynein transport; calls as there; z-score; measured here: cell count per field
# Starred values were filed as active, the others as inactive; i = inactive; ? = inconclusive; nt = no result given; [ ] = another dose, or the depositor's remark. Rule as the data show it, unless noted: active = inhibition above about 50%; inactive = the rest. Not all compounds are listed, so the mix of outcomes need not match the whole.
SMILES,P. falciparum M17LAP,GPR55 beta-arrestin,KOR beta-arrestin-1,AID2073,Dynein transport,Dynein transport cytoplasmic EGFP,Dynein transport nuclear GR-EGFP,Dynein transport cell count,M1AAP inhibition,HEK293 NOD2/NF-kB,KOR beta-arrestin-2,NOD1 NF-kB reporter
Cc1ccc(NC(=O)C(=O)c2c(-c3ccccc3)cc3ccccn23)cc1S(=O)(=O)N1CCOCC1,-5%,-0.2%,-7.8%,3%,-0.74,-0.16,-0.43,0.45,2%,-14%,-13%,40%
COC(=O)Nc1cc([N+](=O)[O-])ccc1OC,2%,0.1%,-0.8%,-6%,-0.45,-0.2,-0.31,0.14,0%,15%,17%,-19%
CN(CC(O)COCc1cccs1)C1CCCCC1 (stereo not drawn),-11%,-0.1%,-3.0%,-3%,-0.45,-0.22,0.015,0.14,3%,6%,22%,-30%
Oc1ccc(C2C[C@H]3CC[C@@H]2C3)cc1O (stereo partly drawn),nt,-0.1%,6.1%,-15%,nt,nt,nt,nt,nt,2%,-38%,-6%
CCCS(=O)(=O)N1CCCC(C(=O)NCc2ccc(C)cc2)C1 (stereo not drawn),3%,-0.2%,-1.6%,-3%,-0.67,0.19,-0.28,0.62,3%,6%,-10%,-17%
CCCCc1nc2cc(C(=O)NC(C)c3cnn(C)c3)ccc2o1 (stereo not drawn),nt,0.6%,5.8%,-2%,nt,nt,nt,nt,nt,-32%,-20%,-36%
Cc1csc(NC(=O)CSc2nnc(-c3ccncc3)o2)n1,18%,0.1%,-2.2%,11%,-0.086,-0.2,-0.1,0.78,11%,-10%,24%,-16%
CC1(C(=O)O)CCC(C(=O)N2CCCCC2)C1(C)C (stereo not drawn),0%,-0.2%,2.8%,6%,-0.53,-0.19,0.11,-0.33,-4%,-1%,17%,-20%
Cc1cc(C(=O)CN2C(=O)NC3(CCCc4ccccc43)C2=O)c(C)n1Cc1cccs1 (stereo not drawn),7%,-0.2%,-5.7%,0%,-0.55,-0.21,-0.17,0.55,2%,5%,20%,-28%
O=[N+]([O-])c1c(Nc2ccc(O)cc2)cc(N2CCOCC2)c2nonc12,-1%,-0.2%,5.0%,2%,0.32,-0.25,0.68,-0.34,-3%,-1%,-12%,-7%
COc1cc(Cl)ccc1NC(=O)COc1ccccc1C(=O)NN,8%,-0.3%,0.7%,-8%,-0.28,-0.32,0.13,1.4,6%,12%,5%,-36%
CCCC/C(O)=C1\C(=O)CCCC1=NCCc1c(C)[nH]c2ccccc12,5%,0.3%,-5.7%,1%,0.39,-0.21,0.77,-1,4%,11%,22%,-8%
O=C(O)c1cccnc1C(=O)N1CCc2c([nH]c3ccccc23)C1C(F)(F)F (stereo not drawn),1%,-0.2%,2.7%,6%,1.5,-0.24,0.47,-0.56,-2%,0%,13%,-4%
O=C(NCc1nc(-c2ccc(Cl)cc2)no1)c1ccco1,nt,-0.1%,3.5%,-2%,nt,nt,nt,nt,nt,-9%,-38%,-7%
CCOc1c2ccc(C(=O)NC3CCCc4ccccc43)cc2nn1C (stereo not drawn),-21%,0.3%,7.5%,13%,0.16,-0.17,0.49,0.14,7%,8%,-12%,1%
O=C(NC(=S)NC1CCCc2ccccc21)c1ccco1 (stereo not drawn),-6%,-0.7%,3.1%,-11%,-0.023,-0.25,0.44,-0.42,0%,-6%,4%,19%
COc1cc(C2CC(=O)Nc3cc(C)c(C)cc32)cc(OC)c1OC (stereo not drawn),-4%,0.1%,-1.4%,4%,-0.37,-0.32,-0.31,0.42,7%,11%,nt,-10%
CC1CCCCN1C(=O)CSc1nc(N)cc(=O)[nH]1 (stereo not drawn),1%,-0.1%,0.9%,11%,-0.52,-0.25,0.26,0.45,5%,-7%,-3%,-9%
O=C(CCCN1C(=O)c2ccccc2C1=O)Nc1nc2ccccc2[nH]1,0%,0.5%,-7.4%,12%,-1.3,-0.25,-0.68,1.6,0%,-9%,14%,-8%
CC(=Nc1ccccc1C(F)(F)F)c1ccncc1,nt,-0.1%,4.3%,17%,nt,nt,nt,nt,nt,13%,3%,-4%
Cc1nn(Cc2ccccc2)c2c1C(c1ccncc1)C(C#N)=C(N)O2 (stereo not drawn),15%,-1.0%,-2.8%,-15%,nt,nt,nt,nt,2%,-13%,-44%,25%
COc1ccc(N(CC(=O)NCC(C)C)S(=O)(=O)c2ccccc2)cc1,3%,0.4%,nt,0%,-0.49,-0.24,0.13,0.46,3%,-1%,-7%[20 µM],-35%
CN(C)S(=O)(=O)c1ccc2nc(NC(=O)c3cccs3)sc2c1,-1%,0.0%,3.2%,10%,0.72,-0.26,0.45,0.79,13%,-106%,-35%,-64%
CCc1ccc(C(=O)NNc2cc(Cl)ccc2Cl)cc1,1%,0.2%,0.1%,-32%,0.81,-0.24,0.096,-0.86,-8%,-20%,12%,-10%

# As a working copy, part of the list above.
SMILES,P. falciparum M17LAP,GPR55 beta-arrestin,KOR beta-arrestin-1,AID2073,Dynein transport,Dynein transport cytoplasmic EGFP,Dynein transport nuclear GR-EGFP,Dynein transport cell count,M1AAP inhibition,HEK293 NOD2/NF-kB,KOR beta-arrestin-2,NOD1 NF-kB reporter
COc1cc(C2CC(=O)Nc3cc(C)c(C)cc32)cc(OC)c1OC (stereo not drawn),-4%,0.1%,-1.4%,4%,-0.37,-0.32,-0.31,0.42,7%,11%,nt,-10%
CC1CCCCN1C(=O)CSc1nc(N)cc(=O)[nH]1 (stereo not drawn),1%,-0.1%,0.9%,11%,-0.52,-0.25,0.26,0.45,5%,-7%,-3%,-9%
O=C(CCCN1C(=O)c2ccccc2C1=O)Nc1nc2ccccc2[nH]1,0%,0.5%,-7.4%,12%,-1.3,-0.25,-0.68,1.6,0%,-9%,14%,-8%
CC(=Nc1ccccc1C(F)(F)F)c1ccncc1,nt,-0.1%,4.3%,17%,nt,nt,nt,nt,nt,13%,3%,-4%
Cc1nn(Cc2ccccc2)c2c1C(c1ccncc1)C(C#N)=C(N)O2 (stereo not drawn),15%,-1.0%,-2.8%,-15%,nt,nt,nt,nt,2%,-13%,-44%,25%
COc1ccc(N(CC(=O)NCC(C)C)S(=O)(=O)c2ccccc2)cc1,3%,0.4%,nt,0%,-0.49,-0.24,0.13,0.46,3%,-1%,-7%[20 µM],-35%
CN(C)S(=O)(=O)c1ccc2nc(NC(=O)c3cccs3)sc2c1,-1%,0.0%,3.2%,10%,0.72,-0.26,0.45,0.79,13%,-106%,-35%,-64%
CCc1ccc(C(=O)NNc2cc(Cl)ccc2Cl)cc1,1%,0.2%,0.1%,-32%,0.81,-0.24,0.096,-0.86,-8%,-20%,12%,-10%

# (further entries)
SMILES,P. falciparum M17LAP,GPR55 beta-arrestin,KOR beta-arrestin-1,AID2073,Dynein transport,Dynein transport cytoplasmic EGFP,Dynein transport nuclear GR-EGFP,Dynein transport cell count,M1AAP inhibition,HEK293 NOD2/NF-kB,KOR beta-arrestin-2,NOD1 NF-kB reporter
Cc1ccc(CNC(=O)C2CCCN(S(=O)(=O)c3c(C)noc3/C=C/N(C)C)C2)cc1 (stereo not drawn),nt,-0.1%,2.5%,2%,0.25,-0.24,-0.012,-0.9,nt,-3%,6%,-10%
c1cc(CNCCCN2CCOCC2)ccn1,-3%,-0.1%,0.4%,1%,-0.69,-0.12,-0.98,-0.11,1%,7%,9%,-2%
C[n+]1cc(-c2ccccc2)oc1-c1ccccc1,nt,0.3%,-5.0%,?,nt,nt,nt,nt,nt,-33%,-25%,9%
Cc1cccc(OCC(=O)Nc2ccc(C(=O)O)cc2NC(=O)COc2cccc(C)c2)c1,nt,0.0%,5.2%,16%,nt,nt,nt,nt,nt,16%,1%,3%
Cc1ccccc1NC(=O)c1cc(=O)c2ccccc2o1,-8%,0.3%,1.4%,-7%,-0.038,0.054,-0.1,0.48,11%,-4%,-5%,5%
CN(c1ccc(O)cc1)S(=O)(=O)c1ccc2ccccc2c1,nt,0.2%,0.9%,-4%,nt,nt,nt,nt,nt,-51%,-34%,-43%
CC1(C)CC(=O)C=C(Nc2cc(-c3ccccc3)[nH]n2)C1,-10%,-0.3%,-4.9%,2%,-0.83,-0.48,-0.36,0.3,-5%,10%,6%,-26%
COc1ccc(-c2coc3cc(O)ccc3c2=O)cc1OC,16%,-0.1%,-1.9%,10%,1.2,-0.29,0.98,-0.29,12%,-27%,10%,-58%
CC(C)CNC(=O)c1cccc(NC(=O)C(C)Oc2ccccc2)c1 (stereo not drawn),1%,-0.1%,-7.0%,3%,0.66,-0.37,0.74,0.13,-12%,14%,-39%[20 µM],-15%
CC(=O)c1c(C(C)=O)c(C)n(Cc2ccc3c(c2)OCO3)c1C,-8%,nt,-0.9%,6%,-0.63,-0.22,-0.054,0.32,6%,22%,0%,36%
CCCN(CCC)S(=O)(=O)c1ccc(C(=O)OCCN2C(=O)c3cccc4c(N5CCOCC5)ccc(c34)C2=O)cc1,7%,0.1%,-1.5%,7%,i,nt,nt,-4.3,1%,21%,2%,-6%
C=CCSc1nc2ccccc2c2nc(-c3ccccc3)nn12,-2%,-0.3%,6.7%,4%,-0.51,-0.17,-0.042,0.44,0%,6%,-41%,1%
COc1cc2c(cc1OC)-c1cc(NC3CCCCC3)nc(=O)n1CC2,9%,-0.2%,-0.7%,15%,-0.86,-0.32,-0.65,1.1,11%,-11%,8%,-38%
